Assay outcomes: PubChem BioAssay, National Center for Advancing Translational Sciences (NCATS)
4MU fluor: 4-MU region autofluorescence | hit rate 11% among 59,000 | max dye-equivalent concentration, M | AID 589 | compound autofluorescence, 340/450 nm, 4-MU equivalents; stronger effect = higher value; in the data active means max dye-equivalent concentration above about 10 nM; inconclusive means mostly about 1.1 nM to 9.6 nM
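Compounds in 100 mM Tris, pH 8.0, sat 15 min at room temperature before fluorescence was read at 340 nm excitation/450 nm emission; a per-plate six-point 4-MU standard curve converted signals to dye-equivalent concentration at each compound concentration.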
Luciferase inh: firefly luciferase inhibition. hit rate 2.2% among 72,000. P08659. purified firefly luciferase, luminescence, 8 min. Potency, µM (titrated, usually from 57.1 µM), without a hit: at the top dose activity change, negative = inhibition, actives largely listed as inhibitors; further: potency means the concentration at half of the fitted maximal effect; on the % scale 0 is the no-effect control and ±100 the full control effect; nearly all actives have a fitted effect of over 40% in size
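Compounds were tested as concentration series (qHTS) against purified P. pyralis luciferase with luciferin and 10 uM ATP in 50 mM imidazole pH 7.2, 50 mM KCl, 7 mM MgCl2, 0.01% Tween 20, 0.05% BSA. Luminescence was read after 8 min at ambient temperature.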
Texas Red fluor: Texas Red region autofluorescence. Compound fluorescence, Texas Red channel, 547/618 nm; stronger effect = higher value. max dye-equivalent concentration, M. hit rate 0.06% among 59,000; in the data active means max dye-equivalent concentration above about 10 nM; inconclusive means between about 1.1 nM and that limit
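Dye-equivalent concentrations come from scaling compound signal (ex 547, em 618 nm) to six Texas Red standard concentrations run on every plate, after 15 min room-temperature incubation in pH 8.0 Tris (100 mM).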
Tau filament bind: binds recombinant human tau filaments. recombinant tau filaments, thioflavin S fluorescence, 15 h; filaments grown with octadecylsulfate alongside compound. Potency, µM (highest dose often 57.1 µM), for the others: at the top dose activity change, negative = inhibition. hit rate 2% among 71,000. AID 596;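 further: potency means the concentration at half of the fitted maximal effect; on the % scale 0 is the no-effect control and ±100 the full control effect; actives lower thioflavin S fluorescence by blocking filaments or displacing dye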
Target sequence (P10636 whole entry, looked up): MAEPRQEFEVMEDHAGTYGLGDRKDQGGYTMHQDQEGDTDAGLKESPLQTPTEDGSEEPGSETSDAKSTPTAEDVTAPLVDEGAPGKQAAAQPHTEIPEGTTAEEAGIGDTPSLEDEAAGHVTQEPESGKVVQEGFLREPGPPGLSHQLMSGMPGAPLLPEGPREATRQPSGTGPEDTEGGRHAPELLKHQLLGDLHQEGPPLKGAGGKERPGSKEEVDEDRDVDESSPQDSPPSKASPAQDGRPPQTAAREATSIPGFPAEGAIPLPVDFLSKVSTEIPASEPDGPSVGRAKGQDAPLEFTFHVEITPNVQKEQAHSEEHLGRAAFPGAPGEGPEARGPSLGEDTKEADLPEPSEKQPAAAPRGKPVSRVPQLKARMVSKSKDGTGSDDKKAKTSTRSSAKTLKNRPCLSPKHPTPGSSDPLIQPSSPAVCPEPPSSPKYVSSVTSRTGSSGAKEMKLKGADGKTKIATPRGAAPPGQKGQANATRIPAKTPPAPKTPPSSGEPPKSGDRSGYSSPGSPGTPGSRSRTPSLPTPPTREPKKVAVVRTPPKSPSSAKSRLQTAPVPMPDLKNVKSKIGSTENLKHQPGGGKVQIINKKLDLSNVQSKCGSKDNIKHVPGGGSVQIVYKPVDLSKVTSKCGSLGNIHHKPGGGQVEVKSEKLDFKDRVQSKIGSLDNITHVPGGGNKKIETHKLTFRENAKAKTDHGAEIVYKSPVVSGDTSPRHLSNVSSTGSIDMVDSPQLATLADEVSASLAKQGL
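Read-out: ThS fluorescence, 450 nm excitation/510 nm emission; lower signal marks blocked filament formation or displaced dye. Tau at 1 uM with 30 uM ODS, 10 uM ThS, 5 mM DTT, 100 mM NaCl, 10 mM HEPES pH 7.4; 15 h, 37 C.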
Casp7 inh: blocks human caspase-7 allosterically or competitively | AID 889 | hit rate 0.02% among 75,000 | Potency, µM (top dose mostly 57.5 µM), inactives show top-dose activity change, negative = inhibition, most hits filed as inhibitors | recombinant caspase-7, Ac-DEVD-AFC fluorescence rate | P55210; active means well fitted inhibition curve with a large enough effect in the main read-out, with a control signal flat, not every such curve was filed as active; inconclusive means small, poorly fitted or top-dose-only effect, or a change in a side signal; further: potency means the concentration at half of the fitted maximal effect; % of control where 0% means no effect
Target sequence (P55210 24-198 limits assumed): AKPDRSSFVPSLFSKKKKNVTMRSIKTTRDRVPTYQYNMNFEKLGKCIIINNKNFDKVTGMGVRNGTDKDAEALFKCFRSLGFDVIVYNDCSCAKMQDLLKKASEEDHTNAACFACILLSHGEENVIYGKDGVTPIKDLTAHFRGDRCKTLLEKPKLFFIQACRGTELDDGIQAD
Target sequence (P55210 207-303 limits assumed): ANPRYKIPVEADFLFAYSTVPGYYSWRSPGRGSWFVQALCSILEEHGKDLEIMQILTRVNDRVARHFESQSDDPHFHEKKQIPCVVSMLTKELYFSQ
ERK AVP inh: blocks ERK signaling stimulated by vasopressin | HEK293-V1b, vasopressin-stimulated pERK AlphaScreen | Potency, µM (series often up to 57.5 µM), for the others: at the highest dose activity, negative = inhibition, hits mostly inhibitors | hit rate 0.99% among 72,000 | AID 995; further: potency means the concentration at half of the fitted maximal effect; on the % scale 0 is the no-effect control and ±100 the full control effect; nearly all actives have a fitted effect of over 55% in size
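Overnight-seeded V1b-HEK293 cells in 1% FBS got compound, then vasopressin (25 nM final, 5 min, 37C), then lysis buffer. AlphaScreen detection of phospho-ERK; activity normalized to basal and full-stimulation controls.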
A350 autofl: compounds fluorescent in Alexa 350 spectral region; hit rate 11% among 59,000; max dye-equivalent concentration, M; Compound autofluorescence, 340/450 nm, Alexa 350 dye-equivalents; stronger effect = higher value; AID 590; in the data active means max dye-equivalent concentration above about 10 nM; inconclusive means mostly about 1.1 nM to 9.6 nM
HEK293 cAMP cs: counter-screen for TSHR agonists: cAMP increase in parental HEK293; parental HEK293 CNG cAMP sensor, membrane potential fluorescence; Potency, µM (doses to about 57.1 µM), inactives show at the top dose activation, hits mostly activators; hit rate 2.5% among 73,000; AID 938; further: potency means the concentration at half of the fitted maximal effect; % of control where 0% means no effect; nearly all actives have a fitted effect of over 55% in size
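Parental HEK 293 cells stably expressing a modified CNG channel (no TSHR) report cAMP rise as membrane depolarization. Membrane potential dye with 100 uM RO 20-1724 was loaded for 60 min at room temperature, then compound added for 30 min; fluorescence read at 590 nm.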
Rhodamine autofl: compound autofluorescence in rhodamine spectral region. Rhodamine-region fluorescence, 547/598 nm, Tris buffer; stronger effect = higher value. max dye-equivalent concentration, M. hit rate 0.05% among 59,000; in the data active means max dye-equivalent concentration above about 11 nM; inconclusive means between about 1.1 nM and that limit
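Intrinsic compound fluorescence, ex 547 / em 598 nm, CCD imager. Tris 100 mM pH 8.0; 15 min RT. Output = rhodamine dye-equivalent concentration at each compound concentration.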
Caspase-1 inhib: blocks human caspase-1 allosterically or competitively. P29466. Caspase-1 enzyme, Ac-WEHD-AFC fluorogenic rate. Potency, µM (highest dose often 57.5 µM), inactives show top-dose activity change, negative = inhibition, hits mostly inhibitors. hit rate 0.03% among 75,000;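 further: potency means the concentration at half of the fitted maximal effect; plate controls were vehicle for no effect and no substrate for full effect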
Fluorescein fluor: compound fluoresces in the fluorescein spectral region; Compound autofluorescence, 480/540 nm, fluorescein-equivalent; stronger effect = higher value; max fluorescein-equivalent concentration, M; hit rate 0.91% among 59,000; in the data active means max fluorescein-equivalent concentration above about 10 nM; inconclusive means between about 1.1 nM and that limit
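Compounds were pin-transferred into 100 mM Tris buffer, pH 8.0, and incubated 15 min at room temperature. Fluorescence was read at 480 nm excitation/540 nm emission. Signals were normalized to an on-plate six-point fluorescein standard curve as dye-equivalent concentration.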
An asterisk follows results filed as active; i = inactive; ? = inconclusive; nt = not tested or not shown; & = joins results of further samples; [ ] = another dose, or the depositor's remark. Unless noted, the call rests on the fitted dose curve; in most records, active means well fitted curve in the direction sought with a large enough effect; inconclusive means small, poorly fitted or top-dose-only effect, or another doubt; inactive means no such curve, though single readings can be large; an effect the other way counts as inactive or inconclusive.

SMILES | 4MU fluor | Luciferase inh | Texas Red fluor | Tau filament bind | Casp7 inh | ERK AVP inh | A350 autofl | HEK293 cAMP cs | Rhodamine autofl | Caspase-1 inhib | Fluorescein fluor
CCOc1ccc(-c2n[nH]c(C)c2Oc2ccc(OC)cc2)c(O)c1 | ? | 1% | i | ? | -5% | 40µM* | ? | -1% | i | -5% | ?
CN1CCN(c2nc3c(c(=O)[nH]c(=O)n3C)n2CCSc2ncccn2)CC1 | i | -1% | i | -3% | 2% | -28% | i | 4% | i | 0% | ?
CCCCCCCCCCC/C=C\C(C)(C)/C=C\CCCC(=O)O | i | 2% | i | ? | 2% | 1% | i | -4% | i | 2% | i
CC(=O)c1ccc(NC(=O)CN2C(=O)COc3ccc(Cl)cc32)cc1 | nt | 1% | nt | -14% | -1% | nt | nt | 11% | nt | -2% | nt
Cc1ccc(N2CC(C(=O)Nc3ccc(N(C)C)cc3)CC2=O)cc1C (stereo not given) | i | -3%[25.5 µM] | i | nt | nt | nt | i | nt | i | nt | ?
Cc1c(C)n(CC(O)CN2CCCCCC2)c2ccccc12 (stereo not given) | nt | 1% | nt | 13µM* | 0% | -14% | nt | 19% | nt | -2% | nt
Oc1ccc(Br)cc1CNn1cnnc1 | i | 2%[25.5 µM] | i | nt | nt | nt | i | nt | i | nt | ?
COCc1[nH]nc2c1C(c1ccsc1)C(C#N)=C(N)O2 (stereo not given) | i | 2% | ? | 6% | 1% | ? | i | 4% | i | -1% | i
O=S(=O)(O)c1ccc(NN(c2c(O)ccc3ccccc23)S(=O)(=O)O)cc1 | ? | -3%[11.4 µM] | i | -5%[11.4 µM] | -3%[11.5 µM] | -17%[11.5 µM] | ? | -5%[11.4 µM] | i | 5%[11.5 µM] | ?
O=S(=O)(c1cccs1)N1CCCc2ccccc21 | nt | 1% | nt | 2% | 0% | -8% | nt | ? | nt | 0% | nt
COC(=O)c1ccc(CSc2nc3c(c(=O)n2-c2ccc(Br)cc2)SCC3)o1 | i | -2% | i | -6% | -11% | ? | i | ? | i | 0% | i
O=C(NC1CCCCC1)c1cccc(S(=O)(=O)N2CCOCC2)c1 | nt | 2% | nt | -3% | 0% | -19% | nt | 23% | nt | 0% | nt
COc1ccccc1Cc1noc(COc2cccc(C)c2C)n1 | i | 2% | i | -13% | -2% | 84%[activator] | i | 30% | i | -2% | i
CC(C)(C)OC(=O)N1CCCC1C(=O)O (stereo not given) | i | 1% | i | 3% | -1% | -2% | i | -1% | i | 0% | i
COc1ccccc1-n1cnc(N)c1C(C)=O | i | -3% | i | 5% | 0% | 8% | i | -1% | i | 0% | i

Entries listed above that bear a hit mark in Tau filament bind:
Compound,4MU fluor,Luciferase inh,Texas Red fluor,Tau filament bind,Casp7 inh,A350 autofl,Rhodamine autofl,Caspase-1 inhib
Cc1c(C)n(CC(O)CN2CCCCCC2)c2ccccc12 (stereo not given),nt,1%,nt,13µM*,0%,nt,nt,-2%

Further compounds follow:
SMILES | 4MU fluor | Luciferase inh | Texas Red fluor | Tau filament bind | Casp7 inh | ERK AVP inh | A350 autofl | HEK293 cAMP cs | Rhodamine autofl | Caspase-1 inhib | Fluorescein fluor
CCOC(=O)C1=C(O)/C(=C/N(C)C)N=C1C | nt | -10% | nt | 27% | -2% | -6% | nt | 15% | nt | 0% | nt
CCOc1ccccc1NC(=O)CSc1nnc(-c2cnccn2)n1CC | i | 3% | i | -21% | 0% | ? | ? | 24% | i | -1% | i
O=C(NCc1ccccc1)N(Cc1cc2cc3c(cc2[nH]c1=O)OCO3)CC1CCCO1 (stereo not given) | 3.6e-07M* | 1% | ? | 10% | 0% | -17% | 3.1e-07M* | 5% | i | -3% | i
COc1cc(C2C(C(=O)c3ccc(C)o3)=C(O)C(=O)N2c2cc(C)on2)ccc1O (stereo not given) | i | 2% | i | 6% | -4% | -9% | ? | 14% | i | -5% | ?
CCOC(=O)C(C(=O)OCC)[C@@H]1CS(=O)(=O)C[C@H]1C(C(=O)OCC)C(=O)OCC | i | 0% | ? | -4% | -2% | 9% | i | 15% | i | -1% | ?
O=C1CC(c2ccccc2)C(C(=O)O)N1 (stereo not given) | nt | 2% | nt | -16% | 0% | nt | nt | 1% | nt | 0% | nt
COc1ccc2[nH]c(=O)c(CN(C(=O)c3ccccn3)c3ccccc3)cc2c1 | 7e-08M* | 3% | i | 0% | 0% | 0% | 9e-08M* | -3% | i | 0% | i
C=CCN1C(=O)/C(=C2/Sc3ccccc3N2C)SC1=Nc1c(C)n[nH]c1C | ? | 3% | ? | -6% | -3% | -1% | ? | -17% | i | -2% | i
CCCc1cc(C(N)=O)c(NC(=O)c2cc(C)on2)s1 | 1e-08M* | -1% | i | 32µM* | -9% | -7% | 1.2e-08M* | 2% | i | -3% | ?
CCOC(=O)c1c(C)nc2ccccn12 | i | 0% | ? | 8% | 1% | ? | i | 8% | i | 1% | i
Nc1c(Br)cc2oc(-c3ccccc3)nc2c1Br | i | -13%[25.5 µM] | i | nt | nt | nt | i | nt | i | nt | ?
CCCCOc1ccc(C(=O)CCN2CCCCC2)cc1 | i | 1%&8%[25.5 µM] | ? | 4%[25.6 µM] | 0% | -13% | i | 20%[25.6 µM] | i | 0% | ?
O=C(c1ccccc1)N1CCN(C2CC(=O)N(CCc3ccccc3)C2=O)CC1 (stereo not given) | nt | 2% | nt | 13% | -1% | -13% | nt | 13% | nt | -2% | nt
COC(=O)Cn1c(=NC(=O)CSCC(=O)NC2CCCCC2)sc2cc(OC)ccc21 | ? | 1% | i | -3% | 0% | -5% | ? | ? | i | 0% | i
C#C[C@H](N)CCC(=O)O | i | 0% | i | 2% | -1% | 16% | i | -2% | i | 0% | ?
CCOC(=O)c1oc2ccccc2c1NC(=O)COC | i | 1% | i | 5% | 2% | -20% | i | 28% | i | 1% | ?
CC(C)c1[nH]nc2c1C(c1cccc(OC(=O)N3CCOCC3)c1)C(C#N)=C(N)O2 (stereo not given) | i | -2% | ? | -8% | -1% | 8% | i | 4% | ? | -3% | ?
Cc1cc(C)nc(SCCc2cccc[n+]2C)n1 | i | 3%[11.4 µM] | ? | 4%[11.4 µM] | -2%[11.5 µM] | 10%[11.5 µM] | i | -4%[11.4 µM] | i | 0%[11.5 µM] | i
N#C/C(=C\c1ccc(O)c(O)c1)C(=O)OCCc1cccs1 | nt | -10% | nt | -29% | -13% | -13% | nt | -15% | nt | -3% | nt
c1ccc(-c2cc(N3CCOCC3)nc(-c3ccccc3)n2)cc1 | ? | -1% | i | 3% | -3% | ? | ? | 3% | i | -3% | i
O=C(CSc1nnc(C2COc3ccccc3O2)o1)N1CCCCC1 (stereo not given) | nt | 1% | nt | -3% | -2% | -2% | nt | 6% | nt | -4% | nt
CN1CCC2(CC1)CCN(C(=O)c1ccncc1)CC2 | i | -2%[11.4 µM] | i | 3% | -1% | 10% | i | 5% | i | -2% | i
Cc1cccc2cc(C(c3nnnn3C3CCCC3)N3CCOCC3)c(=O)[nH]c12 (stereo not given) | ? | -4% | i | -10% | -7% | 2% | ? | 17% | i | -7% | ?
CN(C)CCCN1c2ccccc2Sc2cnccc21 | i | 2%[11.4 µM] | i | -24%[11.4 µM] | -4%[11.5 µM] | -4%[11.5 µM] | i | -1%[11.4 µM] | i | 0%[11.5 µM] | ?
Cc1c(C)c2cc(Cl)c(OCc3nn[nH]n3)cc2oc1=O | 3.4e-07M* | 4% | i | 0% | -9% | ? | 4.5e-07M* | 23% | i | -6% | ?
Cc1ccc(-n2nc3c(c2NC(=O)c2ccc4c(c2)OCO4)CS(=O)C3)cc1 (stereo not given) | i | 6% | i | 38% | 3% | 22% | i | 10% | i | -1% | i
CCc1sc(C(=O)NC2CCN(C)CC2)cc1Br | i | 6% | i | -25% | 1% | 20% | i | 18% | i | 0% | i
CC(=O)c1cc(CN2CCCCC2)cc(OC(C)C)c1 | i | 2%[25.5 µM] | i | nt | nt | nt | i | nt | i | nt | i
Cc1cccc(-n2c(SCC(=O)Nc3nonc3C)nnc2-c2ccoc2C)c1 | i | 9% | i | 6% | 1%[0.00368 µM] | 5% | ? | ? | i | -1% | ?
O=C1c2ccccc2C(=O)N1CCc1nc(-c2cccnc2)no1 | i | -1% | i | 13% | -1% | ? | i | -1% | i | -4% | i
CN1CCN(C(=O)c2sc(=S)n(-c3ccccc3)c2N)CC1 | i | -18% | ? | -12% | 1% | -12% | i | 1% | i | -1% | i
CCOc1ccc(CCNC(=O)C2CCN(C(=O)N(C)C)CC2)cc1OCC | i | 4% | i | -4% | -11% | -10% | ? | 18% | i | -1% | i
Cc1cc2c(c(=O)o1)[C@H](O)[C@H]1O[C@@H]1C2=O | nt | 1%[11.4 µM] | nt | nt | 1%[11.5 µM] | 0%[11.5 µM] | nt | -5%[11.4 µM] | nt | 1%[11.5 µM] | nt
O=C(NCc1ccco1)Nc1ccc2snnc2c1 | nt | -5% | nt | -10% | 0% | ? | nt | -2% | nt | -3% | nt
COC(=O)C1=C(C)N(CCc2ccc(OC)cc2)C(=O)C1 | nt | 0% | nt | 5%[11.4 µM] | 1% | -24% | nt | ? | nt | 0% | nt
CSc1nc(C)c2c(n1)OC(CN1C(=O)c3ccccc3C1=O)C2 (stereo not given) | nt | 0% | nt | 6% | 0% | -13% | nt | 4% | nt | 1% | nt

The list is partial; the hit share may differ from the screen's.
